Neddyl block: cullin neddylation inhibition. P61081+Q13564. TR-FRET cullin neddylation, biochemical. calls only at 25 µM. 360,000 compounds, 0.58% hits; in the data active = inhibition above about 36%
MsrA inh: bovine MsrA inhibition; 360,000 compounds, 0.75% hits; purified bovine MsrA, absorbance read-out; inhibition, % at 15.5 µM; in the data active = inhibition above about 4.5%;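 also: 0% = vehicle wells with enzyme and 100% = reference inhibitor wells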
FAS TE block: inhibitors of human fatty acid synthase thioesterase domain | recombinant FAS-TE, OMFH fluorogenic substrate, fluorescence endpoint | 360,000 compounds, 0.67% hits | inhibition, % at 15 µM | P49327;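 active = compounds whose normalised, plate-corrected inhibition of enzyme fluorescence in the single-dose primary screen is 50% or more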;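 also: 0% = DMSO with enzyme and 100% = substrate without enzyme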
MT1-MMP act inh: MT1-MMP (human) activation inhibition | P50281 | HT1080 RFP-PRO-GFP cells, GFP/RFP ratio fluorescence, overnight; percent of plate control window, DMSO zero | GFP/RFP ratio change, % at 20 µM | 360,000 compounds, 0.061% hits | AID 651647;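 active = GFP/RFP ratio change of at least 30% with cell ATP level not reduced by more than half and red fluorescence within 50% of control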; also: strong numbers were not always called active
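Assay system: HT1080 RFP-PRO-GFP cells | Dosing: 20 µM single dose, 1% DMSO | Incubation: Cells overnight before dosing, compound overnight, 37 °C, 5% CO2 | Evaluation: GFP/RFP fluorescence ratio | Control set: DMSO-only wells and HT1080 RFP-L50D-GFP cell wells as references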
CendR NRP1 mod: alters CendR peptide binding to human NRP-1 | inhibition, % at 25 µM | AID 602438 | 360,000 compounds, 0.85% hits | FAM-RPARPAR peptide binding to NRP-1, fluorescence polarization | O14786;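 active = inhibition or corrected inhibition above about 18%, plus a signal ratio from 0.5 to 1.5, limit read from the data, passing the limit was not always enough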; also: strong numbers were not always called active
Target sequence (O14786 whole entry, looked up): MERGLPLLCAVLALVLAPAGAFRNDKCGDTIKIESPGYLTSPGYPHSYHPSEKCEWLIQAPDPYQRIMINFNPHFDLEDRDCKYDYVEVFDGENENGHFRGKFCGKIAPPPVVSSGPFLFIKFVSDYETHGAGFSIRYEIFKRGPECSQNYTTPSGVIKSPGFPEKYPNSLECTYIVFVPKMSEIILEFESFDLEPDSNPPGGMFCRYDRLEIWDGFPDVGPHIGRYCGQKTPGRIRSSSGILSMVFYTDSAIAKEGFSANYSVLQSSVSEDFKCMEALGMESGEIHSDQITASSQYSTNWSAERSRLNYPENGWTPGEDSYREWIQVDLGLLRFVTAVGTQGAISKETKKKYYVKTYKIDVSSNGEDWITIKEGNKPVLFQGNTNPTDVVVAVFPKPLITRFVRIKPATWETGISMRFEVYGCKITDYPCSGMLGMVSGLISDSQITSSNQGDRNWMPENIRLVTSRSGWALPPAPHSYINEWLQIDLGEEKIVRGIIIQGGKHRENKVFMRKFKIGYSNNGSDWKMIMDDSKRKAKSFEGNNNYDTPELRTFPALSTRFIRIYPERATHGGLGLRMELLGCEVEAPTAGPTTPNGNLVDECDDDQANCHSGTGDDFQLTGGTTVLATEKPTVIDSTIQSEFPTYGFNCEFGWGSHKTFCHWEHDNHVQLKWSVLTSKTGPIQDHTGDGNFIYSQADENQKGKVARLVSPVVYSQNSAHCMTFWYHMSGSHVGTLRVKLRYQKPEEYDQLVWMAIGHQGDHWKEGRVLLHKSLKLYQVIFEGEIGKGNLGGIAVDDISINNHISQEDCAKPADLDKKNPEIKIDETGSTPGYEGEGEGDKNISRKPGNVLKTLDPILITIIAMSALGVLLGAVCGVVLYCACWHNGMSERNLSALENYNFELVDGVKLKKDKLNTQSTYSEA
SKN-1 inh: blocks SKN-1 activity in C. elegans; C. elegans VP596 Pgst-4::GFP/RFP ratio, acrylamide-induced, 24 h; inhibition, % at 21.8 µM; 360,000 compounds, 0.49% hits; AID 624304;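 active = interference check ratio from 0.5 to 1.5 plus GFP to RFP signal ratio inhibition reaching or exceeding a fixed threshold, cut at about 30% in these data, passing the limit was not always enough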; also: some compounds called inactive have numbers as strong as hits
Rin1 Abl inh: inhibitors of human Rin1-Abl protein interaction; P00519+Q13671; TR-FRET Rin1/Abl binding, biochemical; inhibition, % at 7.35 µM; 360,000 compounds, 0.4% hits; AID 588664; in the data active = inhibition above about 5%, passing the limit was not always enough
E coli Lon inh: inhibits E. coli Lon protease | P0A9M0 | purified E. coli Lon protease, fluorescence polarization | inhibition, % at 7.94 µM | 360,000 compounds, 0.42% hits; in the data active = inhibition above about 13%, passing the limit was not always enough;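 also: 0% = enzyme with probe and DMSO and 100% = no enzyme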
bovine MsrA act: activates bovine MsrA enzyme; purified bovine MsrA, absorbance read-out; activation, % at 10.6 µM; 360,000 compounds, 0.3% hits; in the data active = activation above about 7.5%;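 also: 0% = vehicle and 100% = reference activator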
An asterisk follows results filed as active; i = inactive; / = not tested or not shown.

entry	Molecule	Neddyl block	MsrA inh	FAS TE block	MT1-MMP act inh	CendR NRP1 mod	SKN-1 inh	Rin1 Abl inh	E coli Lon inh	bovine MsrA act
1	COc1cccc(N2C(=O)CC(N3CCN(C(=O)c4ccco4)CC3)C2=O)c1 (stereo not drawn)	i	-0.8	-7	-1	-6	32	1	5	0
2	COc1ccc(C(=O)NCC2(c3ccccc3)CCCC2)c(OC)c1	i	0.5	18	-4	0	5	1	7	-2
3	COc1cccc(NC(=O)C2CCCN(c3ncnc4c3nc3n4CCCCC3)C2)c1 (stereo not drawn)	i	-1.1	7	-2	14	35*	4	-10	-4
4	CCOc1ncccc1C(=O)N(C)CC(=O)Nc1ccccc1SC	i	-0.9	-11	0	-2	4	2	-18	-2
5	COc1ccccc1C(NC(=O)C1CCN(CCOc2ccc(Cl)cc2Cl)CC1)c1ccccn1 (stereo not drawn)	i	-0.1	0	2	1	1	0	7	-2
6	Cc1ccn(CCC(=O)N2c3ccccc3CC2C)n1 (stereo not drawn)	i	-0.8	-1	-2	10	-6	2	-3	-3
7	CC(C)(C)C1CCC(=O)N2CCC[C@]2(c2ccccc2)C1 (stereo partly drawn)	i	-0.1	-7	0	4	9	/	-4	-1
8	O=S(=O)(NCC1CCN(c2ccc(S(=O)(=O)N3CCOCC3)cc2)CC1)c1ccc(F)cc1	i	-0.7	6	-2	-10	13	1	0	-1
9	CCC1=NN(C(=O)c2ccc([N+](=O)[O-])cc2)C(O)(c2ccccc2)C1 (stereo not drawn)	i	0.7	18	3	7	5	0	-9	-2
10	O=C(c1ccc2[nH]ccc2c1)N1CCCC(Nc2ccccc2)C1 (stereo not drawn)	i	0.2	1	1	2	4	3	-5	-4
11	C=CCSc1n[nH]c(-c2ccc(OCCC)cc2)n1	i	/	-2	7	-5	8	-3	7	-2
12	O=C(O)C1CCCCN1C(=O)c1cc2c(s1)CCCCC2 (stereo not drawn)	i	-0.8	-7	2	1	-7	2	1	-6
13	CC1=NOC(=O)/C1=C\c1ccc(-c2ccc(Br)cc2C(=O)O)o1	i	2.1	-2	-7	-37	17	-3	-13	-1
14	Cc1ccc(S(=O)(=O)NC(CC(C)C)C(=O)Nc2nccs2)cc1 (stereo not drawn)	i	0.3	-6	-3	-1	-23	2	-1	-3
15	COc1ccc(CNC(=O)COC(=O)[C@H](Cc2ccccc2)NC(=O)c2cccs2)cc1	i	0.0	-6	1	8	11	1	-3	-3
16	COc1ccc2nc(NCc3ccccc3)[nH]c2c1	i	-0.1	-6	11	13	7	-3	-2	-8
17	CCCCN1C(=N)N([C@@H](C)CN2CCC[C@H]2CN2C(N)=NC[C@@H]2Cc2ccccc2)C[C@H]1[C@H](C)CC	i	-0.9	-11	3	-2	-8	-2	3	-2
18	COCCN(C(=O)COC(=O)c1ccco1)c1c(N)n(Cc2ccccc2)c(=O)[nH]c1=O	i	1.5	-9	0	0	-12	0	-1	-3
19	COc1cc2cnc(-c3cccnc3)cc2cc1OC	i	0.5	-4	7	12	4	-1	-1	-1
20	Cc1c(C(=O)N(C)Cc2ccc(F)cc2)sc(=O)n1Cc1ccc(Cl)c(Cl)c1	i	2.1	27	4	4	-4	0	-5	-3
21	CCOC(=O)CSc1nnc2n(C3CCCCC3)c(=O)c3c4c(sc3n12)CCCC4	i	0.5	14	1	4	6	-3	-11	-4
22	COc1cc(NC(=O)CCS(=O)(=O)c2ccc3c(c2)n(C)c(=O)c(=O)n3C)cc(OC)c1	i	0.7	0	14	-10	18	0	1	-2
23	O=C(COc1ccc(F)cc1Cl)Nc1ccc(N2CCOCC2)cc1N1CCOCC1	i	-0.6	8	14	8	-3	-1	16*	-8
24	O=C(OCCN1C(=O)c2ccccc2C1=O)[C@@H]1CC(O)CN1S(=O)(=O)c1ccccc1[N+](=O)[O-] (stereo partly drawn)	i	-0.2	-6	-4	20	14	-2	-3	-4
25	C/C(C/C(C)=C1/SC(=S)NC1=O)=C1\SC(=S)NC1=O	i	1.2	41	-20	-232	-7	0	-62	-6
26	Cc1ccc(N(C)S(=O)(=O)c2ccc(-c3cc(C)no3)s2)cc1	i	0.3	27	-9	-2	16	-1	-9	0
27	CCOC(=O)CSc1nc(N2CCOCC2)c2c(c1C#N)CC(C(C)C)OC2 (stereo not drawn)	i	-0.2	12	-7	-2	-14	1	-1	1
28	CCCCOc1ccc(C(=O)N/C(=C/C=C/c2ccccc2)C(=O)O)cc1	i	6.8*	16	3	21*	7	1	0	-2
29	CCn1nccc1C(=O)Nc1ccc(S(=O)(=O)NC23CC4CC(CC(C4)C2)C3)cc1	i	0.1	20	-6	-7	6	0	10	-1
30	Cc1ccccc1OCCCCCCN1CCNCC1	i	-1.1	-8	6	11	1	3	-6	-3
31	O=C(CN1CCN(S(=O)(=O)c2ccc(F)c(Cl)c2)CC1)N1CCOCC1	i	0.5	-11	0	7	18	-2	7	-3
32	ClCc1csc(-c2ccccc2Cl)n1	i	-0.7	2	3	-2	8	-15	-4	-6
33	Cc1nc(C(F)(F)F)ccc1C(=O)N1CCC(C)(C(=O)O)C1 (stereo not drawn)	i	-1.2	-7	6	-6	-1	2	-1	-2
34	Cc1cc(C)cc(OCC(=O)OCC(=O)Nc2cc(S(=O)(=O)N3CCOCC3)ccc2Cl)c1	i	0.9	-6	1	4	-1	2	17	-7
35	Cc1ncc([N+](=O)[O-])n1CC(=O)NC1CCCC1	i	0.0	-7	-2	-2	17	1	-8	0
36	c1ccc(C2Nc3ccccc3-c3nc4ccccc4n32)nc1 (stereo not drawn)	/	2.6	-6	5	-2	-19	2	-4	-5
37	CC1(C)CN(CCc2ccccc2)C(=O)[C@H]1CC(=O)Nc1ccc(Br)cc1	i	-0.3	-2	1	-15	-8	-1	1	0
38	Cc1ccc(C(=O)NCCn2ccc3ccccc32)cc1[N+](=O)[O-]	i	0.9	28	2	11	4	1	0	-2
39	COc1ccc(NC(=O)CCCNS(=O)(=O)c2cccs2)cc1	i	-0.3	-7	3	2	9	7	-9	-1
40	Cc1ccc2c(c1)c(N=O)c(O)n2Cc1ccc(Cl)cc1	i	-0.1	-176	1	-5	-8	-2	-2	-2
41	CCN(CC)C(=O)Cn1ccc(NC(C)=O)nc1=O	i	0.8	-5	2	-4	-8	-2	-5	-2
42	Cc1[nH]c2ccccc2c1/C=N/Nc1nncn1N	i	2.4	-2	4	-4	4	2	8	7
43	Cc1cc(C(=O)COC(=O)c2ccc(O)cc2)c(C)n1CC(F)(F)F	i	0.8	6	1	8	-9	2	1	0
44	Cc1cc(C)c2cc(C#N)c(N3CCCN(C(=O)c4cnccn4)CC3)nc2c1	i	1.1	-27	-14	-34	7	-5	-3	0
45	N#Cc1nc(Cc2cccc3ccccc23)oc1N1CCN(c2ccccc2)CC1	i	-0.6	24	4	-3	-6	1	-2	-7
46	CCc1nc(CNC(=O)C2CCC(=O)N(CCc3cccc(F)c3)C2)no1 (stereo not drawn)	i	-0.1	-7	5	-1	-21	2	3	-10
47	COc1ccccc1C=NNc1nc(C)cc(=O)[nH]1	i	2.9	-4	-1	5	1	0	3	-7
48	Cc1cc(OCc2cc(C(=O)N3CCN(CC4CC4)CC3)no2)cc(C)c1Cl	i	0.3	11	0	-10	8	-1	-2	-1
49	O=c1cc(N2CCC3(CC2)OCCO3)[nH]c(=O)n1-c1ccc(Cl)cc1	i	/	-5	0	10	17	-1	3	-2
50	O=C(Nc1cccc(S(=O)(=O)N2CCCC2)c1)c1ccc2c(=O)n3c(nc2c1)CCCCC3	i	-0.9	15	-10	-5	6	-4	9	-3
51	COc1ccccc1OC(=O)CCc1nc2ccccc2s1	i	-0.2	2	-17	10	3	2	-9	-2
52	O=C(COC(=O)C(O)c1ccccc1)NC12CC3CC(CC(C3)C1)C2 (stereo not drawn)	i	-0.8	-4	4	14	24	-1	-9	0

Among those listed so far, 14 contain four or more nitrogen atoms:
entry	Molecule	Neddyl block	MsrA inh	FAS TE block	MT1-MMP act inh	CendR NRP1 mod	SKN-1 inh	Rin1 Abl inh	E coli Lon inh	bovine MsrA act
3	COc1cccc(NC(=O)C2CCCN(c3ncnc4c3nc3n4CCCCC3)C2)c1 (stereo not drawn)	i	-1.1	7	-2	14	35*	4	-10	-4
17	CCCCN1C(=N)N([C@@H](C)CN2CCC[C@H]2CN2C(N)=NC[C@@H]2Cc2ccccc2)C[C@H]1[C@H](C)CC	i	-0.9	-11	3	-2	-8	-2	3	-2
18	COCCN(C(=O)COC(=O)c1ccco1)c1c(N)n(Cc2ccccc2)c(=O)[nH]c1=O	i	1.5	-9	0	0	-12	0	-1	-3
21	CCOC(=O)CSc1nnc2n(C3CCCCC3)c(=O)c3c4c(sc3n12)CCCC4	i	0.5	14	1	4	6	-3	-11	-4
29	CCn1nccc1C(=O)Nc1ccc(S(=O)(=O)NC23CC4CC(CC(C4)C2)C3)cc1	i	0.1	20	-6	-7	6	0	10	-1
35	Cc1ncc([N+](=O)[O-])n1CC(=O)NC1CCCC1	i	0.0	-7	-2	-2	17	1	-8	0
36	c1ccc(C2Nc3ccccc3-c3nc4ccccc4n32)nc1 (stereo not drawn)	/	2.6	-6	5	-2	-19	2	-4	-5
41	CCN(CC)C(=O)Cn1ccc(NC(C)=O)nc1=O	i	0.8	-5	2	-4	-8	-2	-5	-2
42	Cc1[nH]c2ccccc2c1/C=N/Nc1nncn1N	i	2.4	-2	4	-4	4	2	8	7
44	Cc1cc(C)c2cc(C#N)c(N3CCCN(C(=O)c4cnccn4)CC3)nc2c1	i	1.1	-27	-14	-34	7	-5	-3	0
45	N#Cc1nc(Cc2cccc3ccccc23)oc1N1CCN(c2ccccc2)CC1	i	-0.6	24	4	-3	-6	1	-2	-7
46	CCc1nc(CNC(=O)C2CCC(=O)N(CCc3cccc(F)c3)C2)no1 (stereo not drawn)	i	-0.1	-7	5	-1	-21	2	3	-10
47	COc1ccccc1C=NNc1nc(C)cc(=O)[nH]1	i	2.9	-4	-1	5	1	0	3	-7
50	O=C(Nc1cccc(S(=O)(=O)N2CCCC2)c1)c1ccc2c(=O)n3c(nc2c1)CCCCC3	i	-0.9	15	-10	-5	6	-4	9	-3

Bioassay records deposited in PubChem by several laboratories.
